Vif inh = inhibitors of HIV Vif | HEK293T cells, Vif self-association by quenched fluorescence, imaging, 24 h | AID 602346 | 340,000 compounds, 0.35% hits | inhibition, % at 7.49 µM; in the data active = inhibition above about 50%, passing the limit was not always enough; note: some results filed as inactive read as strong as hits
COUP-TFII inh = inhibitors of human COUP-TFII (NR2F2) | HEK293T NGFI-A luciferase reporter, luminescence | inhibition, % at 8.6 µM | 370,000 compounds, 0.7% hits;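 active = inhibition above a per-plate cutoff, mean inhibition of test wells between control levels plus 3 SD, cut at about 38% in these data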;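 note: cells cotransfected with COUP-TFII expression vector driving the NGFI-A reporter; 0% = median of COUP-TF2 test wells and 100% = reporter-only cells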
Target sequence (P24468 whole entry, looked up): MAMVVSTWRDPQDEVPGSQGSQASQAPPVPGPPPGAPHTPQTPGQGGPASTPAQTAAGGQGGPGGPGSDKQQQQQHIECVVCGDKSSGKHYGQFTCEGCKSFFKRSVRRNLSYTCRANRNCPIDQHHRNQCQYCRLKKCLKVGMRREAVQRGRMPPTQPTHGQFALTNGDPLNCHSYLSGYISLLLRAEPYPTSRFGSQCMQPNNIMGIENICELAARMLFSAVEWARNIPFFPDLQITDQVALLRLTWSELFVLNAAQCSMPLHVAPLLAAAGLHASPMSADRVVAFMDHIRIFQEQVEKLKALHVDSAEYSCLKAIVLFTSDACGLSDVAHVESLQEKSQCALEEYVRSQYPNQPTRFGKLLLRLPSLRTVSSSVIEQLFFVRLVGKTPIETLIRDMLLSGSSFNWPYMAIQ
C8 TRAIL sens = caspase-8 TRAIL sensitization; AID 624354; inhibition (viability loss, TRAIL sensitization), % at 10 µM; NB7+C8 cells + TRAIL, ATPlite viability luminescence; 360,000 compounds, 1% hits;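 active = compounds causing at least 50% loss of cell viability in the single-dose screen, relative to plate controls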
NCOA2 inhibitor = human SRC2 (NCOA2) inhibition; Q15596; HEK293 GAL4-SRC2 luciferase reporter, luminescence; inhibition, % at 9 µM; 370,000 compounds, 0.17% hits;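 active = inhibition above the mean inhibition of all tested compounds plus 3 SD, set per campaign, cut at about 52% in these data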;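 note: 0% = DMSO treated cells and 100% = cells given Gossypol at 36 µM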
TROY NFkB inh = TROY signaling inhibition; AID 1347056; Q293 LMP1-TROYcd NF-kB luciferase reporter, 4 h; inhibition, % at 10 µM; 360,000 compounds, 0.98% hits;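 active = compounds whose plate-normalised and pattern-corrected inhibition of the luciferase reporter signal at the single screening dose is 50% or more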
SRC1 inh = inhibits human SRC1 coactivator; HEK293 GAL4-SRC1 luciferase reporter, luminescence; 360,000 compounds, 0.12% hits; Q15788; inhibition, % at 3.6 µM;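 active = inhibition above the campaign mean plus 3 SD, with each screening campaign given its own cutoff, cut at about 60% in these data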;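 note: 0% = DMSO treated cells and 100% = gossypol at 36 µM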
LRH-1 inv ag = NR5A2 inverse agonism in reporter assay; O00482; HEK293T StAR-luciferase reporter, LRH-1 transfected, 24 h; inhibition, % at 3.6 µM; 360,000 compounds, 0.13% hits; AID 602396;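 active = inhibition above the mean inhibition of all tested compounds plus 3 SD, cut at about 73% in these data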;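 note: 0% = DMSO wells and 100% = reporter-only cells lacking LRH-1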
Target sequence (O00482 whole entry, looked up): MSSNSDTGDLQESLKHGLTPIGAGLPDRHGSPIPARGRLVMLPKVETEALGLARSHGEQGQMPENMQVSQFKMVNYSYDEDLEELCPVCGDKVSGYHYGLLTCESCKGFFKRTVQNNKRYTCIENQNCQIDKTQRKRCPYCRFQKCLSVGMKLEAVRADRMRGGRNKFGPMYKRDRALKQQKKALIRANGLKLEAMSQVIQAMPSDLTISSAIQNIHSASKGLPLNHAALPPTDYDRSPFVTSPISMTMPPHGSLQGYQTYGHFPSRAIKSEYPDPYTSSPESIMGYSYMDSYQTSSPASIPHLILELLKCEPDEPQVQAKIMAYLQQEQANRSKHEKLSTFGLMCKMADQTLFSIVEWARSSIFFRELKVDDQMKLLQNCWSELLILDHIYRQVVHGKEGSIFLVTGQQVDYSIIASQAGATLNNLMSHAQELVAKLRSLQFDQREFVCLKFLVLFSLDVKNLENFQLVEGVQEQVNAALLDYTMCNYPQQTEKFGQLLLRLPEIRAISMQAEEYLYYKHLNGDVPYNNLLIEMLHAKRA
NOD2 RIPK2 PPI = blocks binding of human NOD2 to RIPK2; inhibition, % at 4.98 µM; CHO BLA complementation NOD2-RIPK2, CCF4 ratio; AID 624267; 360,000 compounds, 0.38% hits; in the data active = inhibition above about 21%;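 note: 0% = vehicle only and 100% = reference blocker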
LMP1 NFkB inh = Epstein-Barr LMP1 NF-kappaB reporter inhibition; AID 504558; 350,000 compounds, 0.69% hits; inhibition, % at 12.5 µM; LMP1-induced NF-kappaB luciferase reporter cells, luminescence; in the data active = inhibition above about 41%;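 note: 0% = neutral control wells and 100% = reference inhibitor control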
TLR9-MyD88 block = TLR9-MyD88 interaction inhibition. Q9NR96+Q99836. CHO BLA complementation TLR9-MyD88, CCF4 FRET ratio. inhibition, % at 4.98 µM. 340,000 compounds, 0.21% hits. AID 504734;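 active = inhibition above the mean over all tested compounds plus 3 SD, cut at about 21% in these data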;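 note: 0% = DMSO only wells and 100% = clavulanate BLA inhibitor control wells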
NCOA3 inh = inhibits human SRC3 coactivator; 360,000 compounds, 0.17% hits; Q9Y6Q9; inhibition, % at 3.6 µM; HEK293 GAL4-SRC3 luciferase reporter, luminescence; AID 588352;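 active = inhibition above a per-campaign cutoff, the mean of all compounds plus 3 SD, cut at about 60% in these data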;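 note: 0% = DMSO-treated cells and 100% = gossypol-treated cells at 36 µM; higher means less SRC3-driven luciferase light from the GAL4 reporter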
* = called active by the depositor; x = no result given. Some of the compounds tested. The share of hits here may be higher or lower than overall.

SMILES	Vif inh	COUP-TFII inh	C8 TRAIL sens	NCOA2 inhibitor	TROY NFkB inh	SRC1 inh	LRH-1 inv ag	NOD2 RIPK2 PPI	LMP1 NFkB inh	TLR9-MyD88 block	NCOA3 inh
CCCc1cc2c(=O)c(-c3ccccn3)coc2cc1OC	3	-11	-2	-56	-82	-76	-132	2	-14	7	-42
O=c1[nH]c2ccccc2cc1-c1noc(-c2cccnc2)n1	3	-7	-7	-30	-3	-22	-7	2	-3	-15	-1
O=C(CN1CCOCC1)Nc1nc2cc([N+](=O)[O-])ccc2s1	-13	-5	-2	5	-10	-20	23	8	-12	0	-1
CCCCc1nc2c(=O)[nH]c3ccccc3c2o1	x	-5	-13	-51	-25	-6	-9	-3	-3	-5	-31
CCCNC(=O)C1(C)CCN(Cc2cc(C)n(C)n2)C1 (stereo not drawn)	-5	7	-7	3	-5	-22	-4	-8	x	x	2
Cc1cc2oc(=O)cc(CN3CCCCC3C)c2cc1Cl (stereo not drawn)	-13	12	-9	-34	-5	2	2	-1	2	2	1
CCc1ccc(N(C(=O)c2csnn2)C(C(=O)NC(C)(C)C)c2ccncc2)cc1 (stereo not drawn)	11	-3	-2	-34	-15	-7	-11	7	-3	-4	-10
CC1(C)CC(=O)C=C(Nc2cccc(O)c2)C1	x	7	2	-8	9	-17	19	-4	1	-9	8
CC(=O)c1ccc(OC(C)c2nc3ccccc3s2)cc1 (stereo not drawn)	17	-18	1	-26	-23	-80	-27	0	-46	1	-68
COC(=O)c1ccc(CNC(=O)CCC(=O)N2CCOCC2)cc1	14	4	-30	-39	1	-2	9	-4	-6	-8	12
Cc1noc(C)c1S(=O)(=O)N(C)C[C@H]1Oc2c(NC(=O)NC(C)C)cccc2C(=O)N([C@H](C)CO)C[C@@H]1C	6	-1	-16	20	1	-19	9	15	-7	-4	-25
CC(=O)Nc1ccc(NC(=O)CC(C)n2ccnc2)cc1 (stereo not drawn)	x	-2	10	-24	4	-1	11	-1	-5	9	-2
Cc1ccccc1-c1nc(CS(=O)CC(=O)NC2CCCCC2)c(C)o1 (stereo not drawn)	9	0	0	8	-7	-16	-16	2	-5	-5	-5
Cc1ccc(-c2c(C)n([O-])c3c([n+]2=O)CCCCC3)cc1	13	5	9	-8	-1	13	0	-8	-14	-1	3
CN(C)C(CNC(=O)c1ccc(C(=O)c2ccccc2)cc1)c1ccccc1 (stereo not drawn)	-8	0	-6	-27	-23	14	4	-8	-17	0	-6
C=CCN(C(=O)Cn1c(C(=O)OC)cc2oc(C)cc21)c1ccccc1	-3	9	-18	5	0	2	12	-6	4	3	10
Cc1nc(NCc2ccco2)[nH]c(=O)c1CCC(C)C	-7	0	2	6	-8	-1	6	2	8	2	0
COc1cc(/C=N/N2CCN(Cc3ccccc3)CC2)cc(OC)c1OC	3	-4	-10	-16	6	-8	23	-1	1	0	-18
O=C(NCc1ccco1)/C(=C/c1cccc(C(F)(F)F)c1)c1nc2ccccc2[nH]1	13	2	-8	10	-62	5	-18	-11	-33	-3	23
COc1ccccc1NC(=O)CSc1nc2ccccc2c(=O)n1CC1CCCO1 (stereo not drawn)	19	2	-10	-15	2	-10	2	9	3	-1	-13

The list goes on; it opens with the 3 that closed the last part.
SMILES	Vif inh	COUP-TFII inh	C8 TRAIL sens	NCOA2 inhibitor	TROY NFkB inh	SRC1 inh	LRH-1 inv ag	NOD2 RIPK2 PPI	LMP1 NFkB inh	TLR9-MyD88 block	NCOA3 inh
COc1cc(/C=N/N2CCN(Cc3ccccc3)CC2)cc(OC)c1OC	3	-4	-10	-16	6	-8	23	-1	1	0	-18
O=C(NCc1ccco1)/C(=C/c1cccc(C(F)(F)F)c1)c1nc2ccccc2[nH]1	13	2	-8	10	-62	5	-18	-11	-33	-3	23
COc1ccccc1NC(=O)CSc1nc2ccccc2c(=O)n1CC1CCCO1 (stereo not drawn)	19	2	-10	-15	2	-10	2	9	3	-1	-13
COc1ccc(CCN2CNc3c(c(=O)n(C)c(=O)n3C)C2)cc1OC	2	-6	7	-2	-64	10	11	9	0	2	18
CCC(=O)NC(=S)Nc1ccc(-c2nc3ccccc3s2)cc1	4	-36	28	-49	15	-88	-117	-6	-13	3	-75
COc1cc(/C=C/C(=O)OCC(=O)c2c(N)n(C)c(=O)n(C)c2=O)ccc1O	-6	-5	10	11	5	-19	9	-10	10	-3	8
Cc1ccc2c(c1)N(CC(=O)NC1CCC(C)CC1)C(=O)c1cccnc1O2 (stereo not drawn)	8	-8	-6	-21	-14	5	19	-8	-2	0	4
O=C(C(=O)N1CCOCC1)c1cn(CCOc2ccccc2)c2ccccc12	1	17	-7	14	-11	11	-7	7	-2	8	22
CC1(C)C/C(=N/Nc2ccc([N+](=O)[O-])cc2[N+](=O)[O-])C(C)(C)O1	-10	-15	-5	-18	-2	2	4	-7	2	0	11
Cc1cc2nnn(-c3nnc(-c4ccccc4)c4ccccc34)c2cc1C	-5	4	-3	-34	-3	2	26	4	-12	1	-5
Cc1c(C(=O)N(C)Cc2ccc(F)cc2)sc(=O)n1Cc1ccccc1C#N	1	-4	9	9	-4	-21	11	-4	x	x	-14
CC(=O)c1c(C)[nH]c(C(=O)OCC(=O)N(C)C)c1C	9	-15	-1	-20	-38	-7	8	0	3	5	12
COc1cccc(C2Nc3cc(Cl)c(S(N)(=O)=O)cc3S(=O)(=O)N2)c1 (stereo not drawn)	28	-15	-2	-3	18	-1	9	-2	-7	3	15
CC1(C(=O)Nc2nc3ccc(S(C)(=O)=O)cc3s2)CC1(Cl)Cl (stereo not drawn)	12	-24	-4	-82	-29	-7	-4	-11	-12	-4	-7
CC(NC(=O)COC(=O)c1cc(=O)[nH]c2ccccc12)c1ccccc1 (stereo not drawn)	-5	-8	2	2	-14	-8	9	-7	-5	-5	2
O=C(Oc1ccc(Cl)cc1)N1CCCCC1	7	-12	-6	-50	-75	-41	-23	6	-23	11	-46
Cc1ccn(-c2cccc(-n3ccc(C)n3)n2)n1	1	-38	38	-27	-88	-96	-165	-1	-25	-7	-79
COc1ccccc1C(=O)NCC(C)(C)CN=C1NS(=O)(=O)c2ccccc21	1	3	4	7	-6	10	13	-6	6	10	3
Cc1ccc(C(=O)CC(=O)c2ccccc2)cc1	0	-36	0	-62	-26	-45	-50	-5	3	-8	-78
COc1ccc(N(CC(=O)NC2CCCC2)C(=O)c2csnn2)cc1	-2	-2	-14	-38	2	-15	15	-3	-2	-1	-7
CCOC(=O)C1=C(CN2CCSCC2)NC(=O)NC1c1cccc([N+](=O)[O-])c1 (stereo not drawn)	-2	-16	-4	-10	13	-5	-11	-20	-12	-9	13
CCOc1ccc(OCc2cccc(C(=O)N(CC)CC)c2)cc1	0	-37	38	-52	-44	-164	-273	-7	32	12	-117
O=S1(=O)CCN2C(c3ccc4c(c3)CCCC4)=CSC2=N1	-2	-18	-13	7	-3	-1	-10	0	-1	-5	-15
COCCNC(=O)/C(C#N)=C/c1ccc(OCC(=O)NC2CCCCC2)cc1	9	11	-3	18	4	-1	8	-1	-3	7	6
Cc1cc(C(F)(F)F)nc(-n2cc(-c3ccccc3)nn2)n1	-3	15	4	-6	-25	-16	0	-4	-1	2	-7
c1ccc(-c2c(-c3ccccc3)n(Cc3ccco3)c3ncnc(NCCCn4ccnc4)c23)cc1	2	1	-11	4	-5	-9	-8	7	0	-5	-11
CN(Cc1ccc(OCC(O)CN2CCCCC2)cc1)Cc1ccnc2ccccc12 (stereo not drawn)	-12	59*	26	20	5	15	25	-1	13	-21	12
COc1ccc(CN2CCN(C3CCSCC3)CC2CCO)c(C)c1C (stereo not drawn)	-4	20	-5	-12	20	-1	11	-19	-1	-20	22
COc1ccc(CCn2c(C)c(C(C)=O)c3cc(OC(=O)c4ccco4)ccc32)cc1OC	x	4	-1	8	8	-25	-9	-10	-5	-2	-2
C=CCNC(=O)C12CC3(C)CC(C)(CC(C)(C3)C1)C2	-3	x	2	x	8	12	10	9	9	8	14
C=CCn1c(SCc2nc(N)nc(N(C)C)n2)nnc1-c1cccnc1	-2	-1	-1	-43	6	-15	0	-6	-6	-2	-19
CC(C)OC(=O)c1ccc(N2CCN(c3ccc(F)cc3)CC2)nc1	-9	5	21	-9	15	14	1	-7	20	-10	13
Cn1c(Cl)cnc1C1CC(=O)c2cc(Cl)ccc2O1 (stereo not drawn)	-2	-19	-11	27	13	4	18	5	18	3	31
Cc1ccc2nc(C)c3c(c2c1)N(c1ccc(F)cc1)CC3	-11	9	17	-21	-27	25	31	-2	13	x	32
CCCCn1c(=O)nc2n(-c3ccc(OC)cc3)c3ccccc3cc-2c1=O	16	4	-7	17	-24	15	11	4	-8	5	14
CCC(=O)N1CCN=C1SCc1ccccc1	12	18	-18	-5	-6	-21	13	-4	10	-2	7
Cc1ccc(NC(=O)c2ccc(S(=O)(=O)NCc3cccnc3)cc2)cc1C	-12	-6	27	-5	6	-13	-4	-9	1	6	-13
CC(=O)Nc1ccc(C2=NNC(=NCC3CCCO3)SC2)cc1 (stereo not drawn)	-1	3	11	-26	-19	-1	-1	2	-10	-26	9
Cc1cccc(NC(=O)CCNS(=O)(=O)c2ccc3[nH]c(=O)oc3c2)c1	-6	4	-35	-26	9	10	-21	3	9	5	-6
COc1ccc(Cl)cc1S(=O)(=O)N1CCC(C(=O)NCCC2=CCCCC2)CC1	-2	-18	7	19	-20	2	-38	1	7	-4	7
O=C(O)c1ccccc1S(=O)(=O)c1ccccc1CO	7	6	12	-8	4	-11	-10	-4	3	-3	12
CCOC(=O)C1CCCN(C(=O)CN2C(=O)c3ccccc3C2=O)C1 (stereo not drawn)	15	-19	6	-5	-11	-5	20	2	2	0	2
CCc1cc2c(SCC(=O)c3cccs3)ncnc2s1	-1	-33	15	-22	-45	-27	-18	5	-30	-1	-19
O=C(c1ccc([N+](=O)[O-])o1)N(Cc1nnc(-c2ccccc2Cl)o1)C1CC1	10	1	-1	9	5	-7	54	3	-8	-5	-9
COc1ccc(CCNC(=O)CSc2ccc(-c3ccccc3)nn2)cc1OC	2	-5	-13	-39	-10	-8	10	1	2	5	0
Cn1c(=O)c2sccc2n(CC(=O)NCCC2=CCCCC2)c1=O	19	2	13	21	-4	-9	4	-3	-9	3	6
CCOC(=O)C1CN(S(=O)(=O)c2ccc(Cl)cc2)c2cc(S(=O)(=O)CC)ccc2O1 (stereo not drawn)	-6	3	-11	7	-1	9	8	-5	0	x	-5
CC(c1ccccc1)n1ccnc1CO (stereo not drawn)	-18	-7	-3	-25	-10	8	2	0	-2	-3	4
O=S(=O)(/C=C/c1ccccc1)Nc1ccc(F)cc1	1	18	-4	8	-16	8	10	-10	3	3	10
COc1ccccc1-c1c(C(F)(F)F)oc2cc(OCC(=O)Nc3ccccc3C(F)(F)F)ccc2c1=O	-2	-5	25	20	7	-17	-8	0	9	5	5
COc1cc(-c2noc(C)c2/C=C/c2ccc(N)cc2)cc(OC)c1OC	15	-88	-5	19	-2	-16	47	11	1	-2	23
O=S(=O)(c1ccc(OC(F)(F)F)cc1)N1CCCC(c2ccccc2)C1 (stereo not drawn)	-1	7	-15	-20	-10	4	9	6	6	12	-11

Source: PubChem (several laboratories)
